Screens deposited in PubChem BioAssay by several laboratories.
TCR CD3 inh – inhibitors of human TCR-CD3 interaction, primary screen, biochemical, fluorescence, TAMRA-labeled TCR probe | AID 651800, 2012 | inhibition, % at 9.4 µM | T-cell receptor (TCR) | 360,000 tested, 0.37% active; in the data active means inhibition above about 19%;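 further: recombinant mutant TCR 2C K166C tagged with TAMRA read by polarization; 0% = receptor in buffer alone and 100% = receptor with positive control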
HTRA1 inhibitor – HTRA1 serine protease inhibitors, primary screen, biochemical, fluorescence polarization, HTS. Q92743. recombinant HTRA1, FP-rhodamine activity-based probe. inhibition, % at 5.96 µM. 340,000 tested, 0.5% active; in the data active means inhibition above about 36%;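 further: 0% = enzyme with DMSO and 100% = wells lacking enzyme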
mABHD4 FP – ABHD4 inhibitors, primary screen, biochemical, fluorescence polarization, mouse. (Lyso)-N-acylphosphatidylethanolamine lipase (Mus musculus), Q8VD66. inhibition, % at 8.92 µM. 370,000 tested, 0.54% active. purified mABHD4, FP-Rh probe fluorescence polarization;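 active means inhibition exceeding the mean over every tested compound plus 3 SD, cut at about 30% in these data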;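 further: 0% = plate median of compound wells and 100% = S159A mutant with DMSO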
Target sequence (Q8VD66 whole entry, looked up): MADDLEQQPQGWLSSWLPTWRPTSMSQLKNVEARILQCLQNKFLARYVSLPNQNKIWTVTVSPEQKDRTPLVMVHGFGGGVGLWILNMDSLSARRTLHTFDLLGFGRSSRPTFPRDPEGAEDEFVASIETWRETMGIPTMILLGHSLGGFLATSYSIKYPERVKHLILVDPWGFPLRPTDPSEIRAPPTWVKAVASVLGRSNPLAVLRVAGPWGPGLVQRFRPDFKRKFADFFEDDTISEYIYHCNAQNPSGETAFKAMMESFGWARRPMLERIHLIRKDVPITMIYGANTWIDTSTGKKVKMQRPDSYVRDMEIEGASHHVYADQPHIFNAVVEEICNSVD
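Test system: mouse ABHD4 enzyme, wild type. Reagent: FP-Rh fluorescent activity-based probe, added after compound pre-incubation. Timing: pre-incubation 45 min, probe exposure 60 min, at 25 °C. Technique: FP readout, ex 525 nm / em 598 nm. Benchmarks: high control S159A mutant with DMSO, low control median of compound wells.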
PRMT1 FP inh – PRMT1 methyltransferase inhibitors, primary screen, biochemical, fluorescence polarization; recombinant PRMT1, activity-based probe fluorescence polarization; Protein arginine N-methyltransferase 1 (Homo sapiens), Q99873; AID 652257, 2013; 370,000 tested, 1.3% active; inhibition, % at 2.79 µM;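 active means inhibition above about 21% made by adding two undisclosed values, limit read from the data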
SIAE primary – human SIAE inhibitors, primary screen, biochemical, fluorescence polarization, FP-Rh probe, 1536-well HTS; inhibition, % at 9.66 µM; 370,000 tested, 0.69% active; SIAE FP-Rh probe binding; AID 1053197, 2014;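 active means inhibition above a cutoff: mean of compounds within the control limits plus 3 SD of those, cut at about 17% in these data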;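 further: 0% = plate median of compound wells and 100% = probe without SIAE protein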
LEDGF integ inh – blockers of LEDGF/p75-dependent integrase strand transfer – biochemical, TR-FRET, high throughput, primary screen; TR-FRET IN-LEDGF/p75 DNA integration, Eu/Cy5; 370,000 tested, 0.64% active; inhibition, % at 3.7 µM; HIV-1 integrase (with human LEDGF/p75);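 active means inhibition above the screen-wide mean plus 3 SD, cut at about 13% in these data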;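 further: signal is the Cy5 over europium emission ratio at 671 and 618 nm; 0% = plate median of compound wells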
GC-B act – human GC-B receptor activators, primary screen, HEK293 GC-B cells, cGMP TR-FRET, EC30 CNP; 370,000 tested, 0.11% active; 0% at EC30 CNP, 100% saturating CNP; activation, % at 10 µM; Atrial natriuretic peptide receptor 2 (Homo sapiens), P20594; AID 1920062, 2024;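 active means activation at 10 µM reaching about 35% in either raw or pattern-adjusted values, limit read from the data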
rCAG RNA binder – binders of r(CAG) RNA repeats, primary screen, biochemical, fluorescence | r(CAG) RNA repeat, TO-PRO-1 dye displacement fluorescence | 370,000 tested, 1.3% active | inhibition, % at 3 µM;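 active means inhibition above the plate cutoff, the mean of all test compounds on that plate plus 3 SD, cut at about 35% in these data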;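 further: 0% = DMSO alone and 100% = 100 µM mitoxantrone as full dye displacement; higher means more dye released from RNA so lower well fluorescence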
MBD2 inh – inhibitors of MBD2 binding to methylated DNA, primary screen, biochemical, TR-FRET, DNA-binding domain, human; MBD2 binding to methylated oligonucleotide; inhibition, % at 4.4 µM; 370,000 tested, 0.31% active; in the data active means inhibition above about 13%
Target sequence (Q9UBB5 whole entry, looked up, the tested form may be a part): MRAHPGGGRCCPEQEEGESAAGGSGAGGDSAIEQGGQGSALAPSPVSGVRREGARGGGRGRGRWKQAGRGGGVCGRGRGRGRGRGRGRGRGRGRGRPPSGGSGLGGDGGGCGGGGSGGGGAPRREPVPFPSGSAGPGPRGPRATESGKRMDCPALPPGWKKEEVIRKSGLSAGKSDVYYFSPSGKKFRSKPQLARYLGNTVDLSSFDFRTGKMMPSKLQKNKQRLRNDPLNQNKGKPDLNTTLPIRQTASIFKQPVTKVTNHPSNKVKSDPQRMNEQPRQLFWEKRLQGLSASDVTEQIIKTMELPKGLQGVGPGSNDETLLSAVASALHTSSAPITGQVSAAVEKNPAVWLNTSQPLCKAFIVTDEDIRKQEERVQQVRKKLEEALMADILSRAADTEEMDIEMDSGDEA
TDP2 inh – human TDP2 enzyme inhibitors, primary screen, biochemical, epi absorbance, recombinant enzyme | 370,000 tested, 0.34% active | inhibition, % at 12.8 µM | T5PNP hydrolysis, p-nitrophenol absorbance 415 nm | Tyrosyl-DNA phosphodiesterase 2 (Homo sapiens), O95551;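 active means inhibition above the mean of all tested compounds plus 3 SD, set per campaign, cut at about 25% in these data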;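 further: 0% = DMSO with enzyme and 100% = buffer with substrate but no TDP2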
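Test system: Human TDP2 enzyme | Reagent: 5 mM T5PNP | Compound dosing: 12.8 µM single point, 1% DMSO | Incubation: Enzyme reaction with compound for 2 h at 37 °C | Technique: p-Nitrophenol epi absorbance | Read-out: % inhibition relative to enzyme-containing and enzyme-free wells | Benchmarks: High control without enzyme, low control DMSO plus TDP2 | Replicates: Singlicate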
* hit, by the source's call; . = no result given. This is a subset; the hit share may differ from the screen's.

Labels used below: A = TCR CD3 inh; B = HTRA1 inhibitor; C = mABHD4 FP; D = PRMT1 FP inh; E = SIAE primary; F = LEDGF integ inh; G = GC-B act; H = rCAG RNA binder; I = MBD2 inh; J = TDP2 inh
CN1C(=O)c2cc(NC(=O)c3ccccc3)ccc2OC[C@H]2O[C@@H](CC(=O)NCC3CC3)CC[C@@H]21
  A: .; B: .; C: 13; D: 0; E: 5; F: 2; G: -7; H: 3; I: 10; J: 11
COc1ccc(N=C2C(=O)N3CCCc4cccc2c43)cc1
  A: 3; B: -4; C: -3; D: 4; E: 5; F: 2; G: -3; H: 2; I: -14; J: 2
CCCCN1C(=O)/C(=C(/C#N)C(N)=O)c2ccccc21
  A: 2; B: 6; C: -8; D: -1; E: 8; F: 0; G: 6; H: -1; I: 5; J: 6
O=C(O)c1ccc(N(c2ccccc2)c2ccccc2)cc1
  A: -5; B: -5; C: 6; D: -1; E: -1; F: 9; G: -4; H: 27; I: -2; J: -19
O=C(N[C@@H](CCC/[N+]([O-])=C/c1ccccc1)C(=O)O)OCc1ccccc1
  A: -6; B: 7; C: 4; D: 1; E: 5; F: -3; G: 1; H: 1; I: 4; J: 2
Cc1ccc(CCC(=O)Nc2ccc(Cl)cc2)o1
  A: 2; B: -4; C: -1; D: -6; E: -1; F: 1; G: -5; H: 0; I: 6; J: -7
C=CCOc1ccc(C(=O)Nc2ccccc2C(=O)N2CCCC2)cc1
  A: 5; B: 3; C: -7; D: -1; E: 10; F: -2; G: -2; H: -5; I: 4; J: 24
COC(=O)c1ccc(CSc2n[nH]c(C)n2)o1
  A: -2; B: 6; C: 2; D: -2; E: 1; F: 6; G: -6; H: 1; I: -1; J: -2
COC(=O)c1sccc1NC(=O)c1cc(-c2cc(C)ccc2C)nc2ccccc12
  A: 2; B: -1; C: -2; D: -7; E: 2; F: 3; G: 1; H: 2; I: -5; J: 2
O=C(CSc1nnc(COc2ccccc2)n1Cc1ccco1)Nc1ccc2c(c1)OCO2
  A: .; B: .; C: 2; D: 11; E: 5; F: -2; G: -7; H: 3; I: 2; J: -1
COC(=O)c1ccc(CNC(=O)c2sccc2-c2ccccc2)cc1
  A: 2; B: -15; C: -1; D: -2; E: 3; F: -2; G: -6; H: -8; I: 4; J: -1
CCOc1ccc(N(CC(=O)NCc2ccccc2)C(=O)CCC(=O)Nc2nccs2)cc1
  A: 1; B: -3; C: -14; D: 6; E: -1; F: -5; G: 3; H: 1; I: 7; J: -3
c1ccc2c(-c3nc4ncccc4o3)cccc2c1
  A: 0; B: -17; C: 0; D: -2; E: -13; F: 2; G: -9; H: 4; I: -5; J: 12
COc1ccc(CNC(=O)c2cc3c(=O)n4ccccc4nc3n(CC3CCCO3)c2=N)cc1 (centres undefined)
  A: 0; B: 1; C: 5; D: -1; E: 6; F: 2; G: -6; H: 2; I: -7; J: -14
COc1cccc(/C=N/NC(=S)NCCc2ccccc2)c1
  A: -2; B: -56; C: -24; D: 5; E: -3; F: 0; G: 13; H: 1; I: 9; J: -2
COC(=O)N(C)C[C@@H]1OCc2ccccc2-c2c(n(C)c3ccccc23)C(=O)N([C@H](C)CO)C[C@@H]1C
  A: 5; B: -6; C: -6; D: -1; E: 0; F: 4; G: 4; H: -1; I: 1; J: -10
COc1ccc(NC(=O)c2sc3cc(C(F)(F)F)cnc3c2-c2cccs2)cc1
  A: 3; B: -3; C: 6; D: 0; E: -2; F: 3; G: 6; H: -4; I: 5; J: 3
CN(C)c1ccc(CNC(=O)c2ccc(CNc3c(N4CCCCC4)c(=O)c3=O)cc2)cc1
  A: 5; B: -3; C: 6; D: 1; E: 5; F: -4; G: 5; H: 2; I: -1; J: 0
Cc1ccccc1C(=O)N1CC(=O)Nc2ccc(F)cc2C1c1ccc(F)cc1 (centres undefined)
  A: 4; B: -7; C: -5; D: 6; E: 4; F: 0; G: -6; H: -3; I: 0; J: -7
CCOC(=O)C1=C[C@@H](CC)N(S(=O)(=O)c2ccc(C)cc2)[C@H]1c1cccs1
  A: 4; B: .; C: -12; D: 1; E: -2; F: -2; G: -7; H: 0; I: 1; J: 1
O=S(=O)(c1ccc(-c2ccccn2)s1)N1CCC2(CC1)OCCO2
  A: -2; B: .; C: -2; D: 2; E: -1; F: -3; G: 3; H: -2; I: -1; J: -8
COc1cc(OC)c(C(=O)OCC(=O)Nc2cccc(S(=O)(=O)NC3=NCCCCC3)c2)cc1OC
  A: -10; B: 6; C: 2; D: 1; E: 2; F: -7; G: -5; H: 3; I: -1; J: -3
CC(c1cccnc1)N(C(=O)Nc1ccccc1)C1CCCCC1 (centres undefined)
  A: 12; B: 1; C: 0; D: 0; E: 3; F: 3; G: 3; H: 2; I: -6; J: -4
O=C(O)CSc1ccccc1C(=O)O
  A: 13; B: 2; C: 2; D: -1; E: -6; F: 2; G: 0; H: -1; I: -4; J: -11
COc1ccccc1-n1cc(C(=O)c2cc(Cl)ccc2O)cc(C#N)c1=O
  A: -4; B: -14; C: -5; D: 6; E: -12; F: -4; G: 3; H: 13; I: 6; J: -5

Five entries picked at random from the list so far, as already listed:
Labels used below: A = TCR CD3 inh; B = HTRA1 inhibitor; C = mABHD4 FP; D = PRMT1 FP inh; E = SIAE primary; F = LEDGF integ inh; G = GC-B act; H = rCAG RNA binder; I = MBD2 inh; J = TDP2 inh
C=CCOc1ccc(C(=O)Nc2ccccc2C(=O)N2CCCC2)cc1
  A: 5; B: 3; C: -7; D: -1; E: 10; F: -2; G: -2; H: -5; I: 4; J: 24
COc1ccc(N=C2C(=O)N3CCCc4cccc2c43)cc1
  A: 3; B: -4; C: -3; D: 4; E: 5; F: 2; G: -3; H: 2; I: -14; J: 2
O=C(O)CSc1ccccc1C(=O)O
  A: 13; B: 2; C: 2; D: -1; E: -6; F: 2; G: 0; H: -1; I: -4; J: -11
O=C(N[C@@H](CCC/[N+]([O-])=C/c1ccccc1)C(=O)O)OCc1ccccc1
  A: -6; B: 7; C: 4; D: 1; E: 5; F: -3; G: 1; H: 1; I: 4; J: 2
O=S(=O)(c1ccc(-c2ccccn2)s1)N1CCC2(CC1)OCCO2
  A: -2; B: .; C: -2; D: 2; E: -1; F: -3; G: 3; H: -2; I: -1; J: -8

Carrying on:
Labels used below: A = TCR CD3 inh; B = HTRA1 inhibitor; C = mABHD4 FP; D = PRMT1 FP inh; E = SIAE primary; F = LEDGF integ inh; G = GC-B act; H = rCAG RNA binder; I = MBD2 inh; J = TDP2 inh
CN1CCN(C(=O)NC2CCCCC2)CC1
  A: -4; B: 6; C: 13; D: 0; E: 10; F: 4; G: 3; H: 3; I: -7; J: 5
CN1C(=O)/C(=C\C=C2/CCCN2C)N(C)C1=S
  A: 5; B: 3; C: 12; D: 4; E: 7; F: 2; G: -3; H: -5; I: -4; J: 3
CC(C)OC1=CC(=O)OC(c2cccc(Cl)c2)C1 (centres undefined)
  A: -5; B: .; C: -7; D: 2; E: 0; F: -1; G: -2; H: 1; I: 4; J: 9
CC(C)CNC(=O)C(=O)NN=C1CCCCCC1
  A: 8; B: 9; C: 2; D: 0; E: 3; F: 0; G: 8; H: -4; I: -2; J: 8
Cc1cccc(C(=O)N(c2ccccn2)C(C)c2ccco2)c1 (centres undefined)
  A: 8; B: 2; C: 5; D: -4; E: -3; F: -2; G: -10; H: -1; I: 7; J: -18
CN(CC(=O)Nc1sccc1C#N)C1CCCCC1
  A: 1; B: 2; C: 16; D: 16; E: -2; F: 8; G: 5; H: 17; I: 4; J: 6
O=C(O)/C=C/C(=O)N1CCN(Cc2ccc3c(c2)OCO3)CC1
  A: -1; B: -5; C: -1; D: -2; E: 6; F: 7; G: 3; H: 0; I: -6; J: -3
CCN1C(=O)[C@H]2[C@@H](c3ccc(Cl)cc3)N3C(=O)CN(CCOC)C(=O)[C@@]3(C)[C@H]2C1=O
  A: 6; B: -6; C: 7; D: -1; E: -2; F: 0; G: 4; H: -1; I: -1; J: 9
Cc1cccc(C)c1-n1c(C)cc(/C=N/NC(N)=S)c1C
  A: -1; B: 11; C: 2; D: -1; E: 0; F: 0; G: -14; H: 0; I: -7; J: -9
O=C(NCC1CCCO1)/C(=C\c1ccccc1F)NC(=O)c1ccccc1 (centres undefined)
  A: -10; B: 7; C: -13; D: 4; E: -7; F: -1; G: 1; H: -4; I: 7; J: -4
CN(Cc1ccc(F)cc1)S(=O)(=O)c1nnc(NC(=O)c2ccccc2)s1
  A: -3; B: -25; C: 0; D: 2; E: -5; F: -1; G: -6; H: 42*; I: 2; J: 5
Cc1cc(C)n(-c2nc3c(c(=O)[nH]c(=O)n3C)n2C(C)C)n1
  A: 5; B: -3; C: -6; D: 0; E: -15; F: -1; G: 1; H: 0; I: 3; J: -18
Fc1ccc(CN(Cc2ccccc2)C(c2cccs2)c2nnnn2C2CCCCC2)cc1 (centres undefined)
  A: -1; B: -22; C: -5; D: -3; E: 1; F: 3; G: -8; H: 4; I: -2; J: 2
CC(C)OC(=O)CC1C(=O)NCCN1C(=S)NC(=O)c1cccs1 (centres undefined)
  A: 1; B: 5; C: -1; D: -3; E: 5; F: 0; G: 6; H: 0; I: -3; J: -7
COc1cccc2[nH]c(C(=O)NCCc3ccccc3)cc12
  A: 5; B: -1; C: 5; D: 2; E: -6; F: -1; G: 1; H: -3; I: -2; J: 2
COc1ccc(N(CC(=O)NC2CCCC2)C(=O)CCC(=O)Nc2nc(C)cs2)cc1OC
  A: -6; B: -1; C: 0; D: -3; E: 7; F: -2; G: 10; H: -7; I: -4; J: -20
CC(OC(=O)c1ccco1)C(=O)Nc1nc(-c2ccccc2)cs1 (centres undefined)
  A: 3; B: -17; C: -4; D: 0; E: -3; F: 0; G: 2; H: 7; I: -3; J: -12
Cc1ccc(C(=O)C(C)OC(=O)CN2C(=O)NC3(CCCC3)C2=O)cc1C (centres undefined)
  A: 0; B: 3; C: -6; D: 1; E: 1; F: -3; G: 0; H: -3; I: -2; J: 8
O=C(Cc1ccc(Cl)cc1)Nc1cccc(C(=O)Nc2ccccc2C(=O)O)c1
  A: -6; B: -60; C: -38; D: 5; E: -26; F: -3; G: 0; H: 74*; I: 0; J: -8
